Bioassay records from PubChem BioAssay.
MITF primary: inhibitors of human MITF; hit rate 0.91% among 650,000; AID 1259374; AlphaScreen MITF homodimerization, bead proximity signal; inhibition, % at 2.6 µM; in the data active = inhibition above about 50%;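 note: 0% = vehicle wells with protein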
GPR151 ag: human GPR151 activation | hit rate 1% among 650,000 | AID 1508602 | Q8TDV0 | activation, % at 11.2 µM | PathHunter beta-arrestin GPR151 cells, luminescence; in the data active = activation above about 4.9%;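 note: 0% = median of compound wells and 100% = cells with positive control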
Target sequence (Q8TDV0 whole entry, looked up): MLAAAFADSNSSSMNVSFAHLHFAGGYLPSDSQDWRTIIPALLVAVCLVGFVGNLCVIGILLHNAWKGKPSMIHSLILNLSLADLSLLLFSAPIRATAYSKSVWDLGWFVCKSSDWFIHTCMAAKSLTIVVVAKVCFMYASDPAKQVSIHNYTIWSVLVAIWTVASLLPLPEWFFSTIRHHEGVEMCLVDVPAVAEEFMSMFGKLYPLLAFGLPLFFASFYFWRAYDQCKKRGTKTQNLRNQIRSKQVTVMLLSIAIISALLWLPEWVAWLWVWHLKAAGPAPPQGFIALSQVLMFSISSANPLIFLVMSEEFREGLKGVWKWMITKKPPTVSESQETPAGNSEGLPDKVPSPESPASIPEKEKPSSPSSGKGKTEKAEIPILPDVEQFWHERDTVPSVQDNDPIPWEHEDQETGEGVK
FBW7 act: human FBW7 E3 ligase activation, primary screen | hit rate 0.13% among 650,000 | AlphaScreen FBW7–phospho-cyclin E peptide binding, activator screen | normalized activity (activation), % at 26.1 µM | Q969H0 | AID 1259310; in the data active = normalized activity above about 1.9%;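 note: purified mutant Fbw7 with reduced substrate affinity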
Target sequence (Q969H0 whole entry, looked up): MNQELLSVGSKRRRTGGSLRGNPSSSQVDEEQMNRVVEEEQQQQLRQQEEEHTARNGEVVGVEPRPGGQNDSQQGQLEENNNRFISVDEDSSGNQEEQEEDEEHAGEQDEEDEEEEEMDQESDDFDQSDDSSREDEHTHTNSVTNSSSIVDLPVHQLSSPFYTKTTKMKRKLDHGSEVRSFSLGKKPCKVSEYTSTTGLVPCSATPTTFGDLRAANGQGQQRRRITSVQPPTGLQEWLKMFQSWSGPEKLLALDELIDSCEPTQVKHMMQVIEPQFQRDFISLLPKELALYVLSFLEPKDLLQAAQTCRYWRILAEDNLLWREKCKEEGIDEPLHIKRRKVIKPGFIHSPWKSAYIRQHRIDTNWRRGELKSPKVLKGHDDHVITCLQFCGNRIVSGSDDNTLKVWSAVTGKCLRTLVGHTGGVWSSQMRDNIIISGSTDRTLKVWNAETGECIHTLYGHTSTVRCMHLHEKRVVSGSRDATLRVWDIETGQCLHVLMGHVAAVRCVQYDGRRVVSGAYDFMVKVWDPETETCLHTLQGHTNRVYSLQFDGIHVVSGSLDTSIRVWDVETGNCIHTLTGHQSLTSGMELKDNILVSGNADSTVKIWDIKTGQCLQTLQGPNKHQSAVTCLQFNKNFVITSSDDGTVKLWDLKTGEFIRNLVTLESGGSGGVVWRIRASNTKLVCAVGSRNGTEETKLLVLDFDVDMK
TEAD-YAP block: TEAD-YAP interaction inhibition; hit rate 1.4% among 640,000; inhibition, % at 9.12 µM; HEK-TIYL cells, TEAD-Gal4/YAP UAS-luciferase luminescence; AID 1259422; in the data active = inhibition above about 32%;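 note: 0% = median of test compound wells and 100% = reference inhibitor wells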
An asterisk follows results filed as active; · = no result given; & = joins results of further samples.

Value order – MITF primary	GPR151 ag	FBW7 act	TEAD-YAP block
> CC(C(=O)Nc1ccc(C(F)(F)F)cc1)N(c1ccc(Cl)cc1)S(C)(=O)=O (stereo unspecified)
    -5	0.3	0.0	0
> S=C(NCC1COc2ccccc2O1)Nc1ccccc1 (stereo unspecified)
    2	2.2	-0.1	-2
> CC1=C(C(=O)NCc2ccccc2)C(c2ccccc2C(F)(F)F)n2ncnc2N1 (stereo unspecified)
    -25	-1.5	0.1	-9
> Cc1c(C(=O)Nc2ccc(Cl)cc2)sc2ncnc(N3CCOCC3)c12
    0	2.5	0.0	6
> CCS(=O)(=O)N1CCC(C(=O)Nc2cccc(O)c2)CC1
    20	-0.7	0.3	-4
> COc1ccc2cc(C#N)c(SCC(=O)Nc3ccc4c(c3)OCO4)nc2c1
    -8	-0.3	0.0	9
> Cc1cccc(-n2ncc3c(NCCO)ncnc32)c1
    12	0.6	0.0	-36
> CCCCCCc1c(O)nc(SCCN(C)C)[nH]c1=O
    4	0.4	-0.1	-8
> N#CCc1nn(-c2ccc([N+](=O)[O-])cc2[N+](=O)[O-])c(N)c1C#N
    15	-1.2	0.7	6
> COc1ccccc1C(=O)CC1(O)C(=O)N(C)c2ccccc21 (stereo unspecified)
    -3	0.2	-0.2	-3

New compounds follow
Value order – MITF primary	GPR151 ag	FBW7 act	TEAD-YAP block
> COc1cc(/C=C\C(=O)NCc2ccc3[nH]c(C)cc3c2)cc(OC)c1OC
    18	-2.0	0.6	8
> CCOc1ccc(NC(=O)Nc2ccccc2C(=O)Nc2ccc(OCC)cc2)cc1
    6	0.1	0.2	-3
> Cc1c2cnn(-c3ccccc3)c(=O)c2c(C)n1CC(=O)Nc1ccc(F)cc1
    -2	0.6	0.1	13
> CC(C)C1=NN2C(=N)/C(=C/c3ccc(OCCOc4ccccc4Cl)cc3)C(=O)N=C2S1
    -2	0.2	-0.1	-8
> NC(=O)C1CCN(Cc2c3ccccc3cc3ccccc23)CC1
    21	1.3	-0.1	-4
> CC(NCC(O)COCc1ccc(Cl)cc1)c1ccccc1 (stereo unspecified)
    4	-0.1	0.3	0
> CCCCNC(=O)N1CCC(n2nccc2NC(=O)CCCc2ccccc2)CC1
    13	2.2	-0.1	-1
> Cc1cc2nc3ccc(N(C)C)cc3nc2cc1N
    58*	-6.1	0.0	32*
> c1coc(-c2nc3c4c5c(sc4ncn3n2)CCCCC5)c1
    4	0.6	0.0	5
> C/C=C(\CC(NCc1ccccc1)c1ccccc1)C[Si](C)(C)C (stereo unspecified)
    12	-0.5	0.0	-2

(next part)
Value order – MITF primary	GPR151 ag	FBW7 act	TEAD-YAP block
> CC(Oc1cccc(Cl)c1)C(=O)Nc1cc(=O)n(C)c(=O)n1C (stereo unspecified)
    4	-0.1	0.2	16
> CN(c1nc(N)c(C#N)c(CC#N)c1C#N)C(c1ccccc1)c1ccccc1
    1	-0.4	0.0	-12
> CC1CN(c2ccc(/C=C(\C#N)c3nc4ccccc4n3C)o2)CC(C)O1 (stereo unspecified)
    4	2.3	0.0	0
> CCC(=O)Nc1nnc(SCc2cc(=O)c(OC(=O)c3ccccc3C)co2)s1
    14	-0.2	0.0	2
> CC[C@H](C)[C@@H]1NC(=O)[C@@H]2C[C@H](NCc3ccccc3OC)CN2C1=O
    -6	-0.9	-0.2	-3
> NC(=O)c1ccccc1NC(=O)NC1CC(=O)N(c2ccccc2)C1 (stereo unspecified)
    1	1.1	-0.1	-7
> C/C(=N\N1CCN(C2c3ccccc3-c3ccccc32)CC1)c1ccncc1
    -16	0.1	-0.1	7
> COCCC(=O)Nc1ccc2c(c1)CN(C(=O)c1cc(C)on1)CC2
    -5	-1.2	0.0	-5
> COc1cccc2c1OC1(CCC(C)CC1)N1N=C(c3ccc(C)o3)CC21 (stereo unspecified)
    10	-3.1	0.1	33*
> CCOC(=O)CCCCN(Cc1ccc(F)cc1)S(=O)(=O)c1cccc([N+](=O)[O-])c1
    2	-0.9	0.5	-1

The list continues.
Value order – MITF primary	GPR151 ag	FBW7 act	TEAD-YAP block
> CC(Nc1cc(N2CCN(C(=O)c3ccc(F)cc3)CC2)ccc1[N+](=O)[O-])c1ccccc1 (stereo unspecified)
    25	0.6	0.2	-2
> CCN1C(=O)C(C)(C)COc2cc(NC(=O)c3cc(Cl)ccc3Cl)ccc21
    11	2.2	0.0	3
> COc1ccc(-c2cc(-c3ccccc3)nc(SCC(=O)N3c4ccccc4Sc4ccc(Cl)cc43)c2C#N)cc1
    37	0.5	0.1	4
> Cn1c2c(c(=O)n(C)c1=O)C(c1ccc(Cl)cc1)C1=C(CCCC1=O)N2 (stereo unspecified)
    9	0.4	0.0	17
> CN1CCC(N2C(=O)/C(=C\c3ccc(Cl)cc3)c3ccccc32)CC1
    0	-1.7	-0.1	-6
> CCOc1ccc(C(=O)Nc2ccc3nn(-c4ccc(Cl)cc4)nc3c2)cc1Cl
    2	0.5	0.0	7
> CC(=O)c1ccc(NC2c3ncccc3C(=O)N2c2ccc(C)cc2)cc1 (stereo unspecified)
    -1	2.4	0.0	-1
> Cc1n[nH]c(C)c1CN(C)Cc1ccc(C(=O)NC23CC4CC(CC(C4)C2)C3)c(=O)[nH]1
    3	0.8	-0.1	-6
> CC1(C)CC(NC(=O)COc2ccccc2Cl)CC(C)(C)N1
    11	0.2	0.1	-1
> O=C(c1ccco1)N(Cc1ccccc1F)C1CCS(=O)(=O)C1 (stereo unspecified)
    -12	5.3*	0.3	-3

A different layout for two compounds above.
Cc1n[nH]c(C)c1CN(C)Cc1ccc(C(=O)NC23CC4CC(CC(C4)C2)C3)c(=O)[nH]1
  MITF primary: 3
  GPR151 ag: 0.8
  FBW7 act: -0.1
  TEAD-YAP block: -6
CC1(C)CC(NC(=O)COc2ccccc2Cl)CC(C)(C)N1
  MITF primary: 11
  GPR151 ag: 0.2
  FBW7 act: 0.1
  TEAD-YAP block: -1

New compounds follow.
Value order – MITF primary	GPR151 ag	FBW7 act	TEAD-YAP block
> O=C(CN1C(=O)C2C3c4ccccc4C(c4ccccc43)C2C1=O)N1CCCCC1 (stereo unspecified)
    4	0.6	0.1	2
> Cc1cccc(NC(=O)C(C)n2cnc3ccccc3c2=O)c1 (stereo unspecified)
    16	-0.8	0.3	-11
> COC(=O)c1cc(-c2ccc(/C=N/N3C(=O)C4C5C=CC(C5)C4C3=O)o2)ccc1Cl (stereo unspecified)
    6	-0.9	0.0	3
> CCOC(Cn1c(SCC(=O)Nc2ccc(OC)cc2OC)nc2ccccc2c1=O)OCC
    8	-0.4	0.6	-10
> CCC(C)Sc1nc(C2CC2)nc2c1c(=O)n(C)c(=O)n2C (stereo unspecified)
    1	-0.3	0.2	6
> Cc1ccc(NC(=O)CSc2nc3c(oc4ccccc43)c(=O)n2C)cc1
    5	1.3	0.0	0
> CCC(c1cccs1)N1CNc2c(c(=O)n(C)c(=O)n2C)C1 (stereo unspecified)
    6	-0.3	0.3	10
> CCOc1ccc(C2(O)C(C)[N+]3=C(CCC3)N2c2ccc(OC)cc2)cc1 (stereo unspecified)
    17&19	-1.0&0.3	0.0&0.1	-16&-4
> CCC(CC)=NNC(=O)C(=O)Nc1cccc(Cl)c1
    -18	-0.2	0.1	0
> CCOC(=O)C1=C(C)N=c2s/c(=C\c3ccc(OCc4cccc5ccccc45)cc3)c(=O)n2C1c1ccc(Cl)cc1 (stereo unspecified)
    2	0.9	0.3	-19

Additional structures
Value order – MITF primary	GPR151 ag	FBW7 act	TEAD-YAP block
> Cc1ccc(Cn2c(=O)c(C#N)cc3c(=O)n4cc(C)ccc4nc32)cc1
    9	0.5	0.0	-2
> CC[C@H](C)[C@@H]1NC(=O)[C@H]2CN(S(=O)(=O)c3cccc4ccccc34)CCN2C1=O
    17	2.1	0.0	-1
> O=C(CCn1nnc2ccccc21)NC1(c2ccc(F)cc2)CCCC1
    7	-1.2	-0.1	0
> O=c1/c(=C/c2cccc(Cl)c2)sc2ncnn12
    -1	-0.7	-0.1	-7
> COc1cccc(OCC(=O)N=C2N=C3C=CC(Cl)=CN3Cc3ccccc32)c1
    4	-4.9	0.0	-27
> COc1ccc(Cl)cc1N(C)C(=O)Cc1noc2ccccc12
    12	1.1	0.8	20
> CN(C)CP(=O)(O)CCN1CCCC1=O
    8	3.2	0.1	-6
> COc1ccc2nc(C)c(C(=O)Nc3ccccc3C)cc2c1
    1	0.6	-0.2	4
> O=C(CNCC1CCCCC1)NCc1ccco1
    47	1.0	-0.1	-3
> Cc1ccccc1NC(=O)NC1(C(F)(F)F)Oc2ccccc2O1
    -2	-1.4	0.0	-15

The listing continues.
Value order – MITF primary	GPR151 ag	FBW7 act	TEAD-YAP block
> CCn1c(=O)c2ccccc2n2c(SCC(=O)N3CCCCCC3)nnc12
    -3	0.9	0.1	-1
> O=C(c1cccc(Br)c1)c1cc2c(cc1[N+](=O)[O-])OCCO2
    5	-0.9	-0.1	-1
> O=C(O)CN1N=C(c2ccc(Cl)cc2)CCC1=O
    8	-1.0	0.0	-3
> COc1ccc(N2CCN(C3CC(=O)N(c4cc(Cl)cc(Cl)c4)C3=O)CC2)cc1 (stereo unspecified)
    7	-0.4	-0.2	-1
> O=C(O)c1nccnc1C(=O)Nc1ccc(F)c(F)c1
    9	-1.9	0.2	-1
> O=C(NCc1ccccc1)c1cncc(-c2ccc(N3CCOCC3)nc2)c1
    9	-0.1	-0.1	-6
> Cc1ccc(C)c(NC(=O)CSc2nc3c(c(=O)n2C)SCC3)c1
    7	1.0	0.0	14
> O=S(=O)(Cc1ccccc1)NCCOCc1ccccc1
    17	-0.5	0.2	-9
> Cc1cccc(Nc2nnc(SCC(=O)NC(C)C)s2)c1C
    13	2.2	0.6	-3
> CCOC(=O)c1sc(NC(=O)CSc2nnc(CNC(=O)c3cccc(F)c3)n2-c2ccc(F)cc2)c(C(=O)OCC)c1C
    15	0.1	0.5	17

(further entries)
Value order – MITF primary	GPR151 ag	FBW7 act	TEAD-YAP block
> CS(=O)(=O)N(CC(=O)Nc1ccccc1F)c1ccc2c(c1)OCO2
    4	-0.6	-0.3	6
> CN(C)C(CN=C1NS(=O)(=O)c2ccccc21)c1ccccc1 (stereo unspecified)
    -5	-1.6	-0.1	0
> Cc1nn(C)c(C)c1-c1nc(NCc2cccnc2)c2ncn(-c3ccccc3)c2n1
    -1	-0.5	-0.1	-10
> O=C(Cc1ccccc1)NCc1n[nH]c(=S)n1-c1cccc(C(F)(F)F)c1
    8	-0.5	0.0	-4
> Cn1cc(CC(=O)NCCN2CCc3ccccc3C2)c2ccccc21
    6	-0.2	-0.1	-1
> CCc1nc(-n2nnc3cc(C)c(C)cc32)c2c3c(sc2n1)CCCC3
    3	0.6	0.1	3
> COc1ccc(S(=O)(=O)n2cnc3cc(C)c(C)cc32)cc1
    -5	-0.4	0.3	0
> COCC(C)Nc1ncnc2c1c(-c1ccccc1)cn2-c1cccc(Cl)c1 (stereo unspecified)
    25	-0.2	0.3	8
> Cc1ccc(C)c(OCCC(=O)OCC(=O)NC(=O)NC2CCCCC2)c1
    4	-0.6	0.0	-7
> Clc1cccc(Nc2nc(-c3ccc(Cl)c(Cl)c3)cs2)c1
    11	-0.6	0.2	-1

(more compounds)
Value order – MITF primary	GPR151 ag	FBW7 act	TEAD-YAP block
> CCCCC/C=C\C[C@H](O)/C=C/C=C/C=C\[C@@H](O)CCCC(=O)O
    -11	0.2	·	·
> CCCN(CCC(=O)OC)C1CCN(Cc2c(OC)cccc2OC)CC1
    14	-2.3	0.2	8
> COc1ccc(NC(=O)CN2C(=O)C3CC=C(Cl)CC3C2=O)cc1 (stereo unspecified)
    -3	0.0	-0.1	3
> Cc1cc(C)cc(OCC(=O)Nc2ccc(NC(=O)C(C)C)cc2)c1
    4	-1.2	0.4	9
> CC(=O)Nc1ccc(S(=O)(=O)NC(CC(=O)NCc2ccco2)C(C)C)cc1 (stereo unspecified)
    4	-1.4	0.1	5
> COc1ccc(CC(=O)Nc2nnc(-c3ccnn3C(C)C)o2)cc1C
    23	4.1	-1.2	15
> CC(=O)c1ccc(-n2c(C)cc(/C=C(\C#N)C(=O)Nc3ccccc3)c2C)cc1
    8	-0.3	0.2	-26
> Cc1cc(C)nc(NS(=O)(=O)c2ccc(NC(=O)c3cccc(Br)c3)cc2)n1
    -3	-0.7	-0.1	3
> O=C(NNC(=O)C1CC1c1ccccc1)c1cccs1 (stereo unspecified)
    -5	0.8	-0.1	1
> O=C(CSc1ccc(F)cc1)Nc1ccc(-c2cn3c(n2)SCC3)cc1
    13	-0.3	0.1	1

Next part, overlapping the part above by 2 compounds.
Value order – MITF primary	GPR151 ag	FBW7 act	TEAD-YAP block
> O=C(NNC(=O)C1CC1c1ccccc1)c1cccs1 (stereo unspecified)
    -5	0.8	-0.1	1
> O=C(CSc1ccc(F)cc1)Nc1ccc(-c2cn3c(n2)SCC3)cc1
    13	-0.3	0.1	1
> CC(C)CN1CCN(Cc2cn[nH]c2-c2ccc(Cl)cc2)CC1CCO (stereo unspecified)
    3	0.3	0.3	13
> O=C1NCC(O)=C1C=NCCCO
    4	-0.6	-0.1	6
> COc1ccc(CCNC(=O)c2cc(-c3ccccc3)n[nH]2)cc1OC
    19	0.3	0.2	-9
> Cc1nn(-c2ccccc2)c(C)c1N1CCN(C(=O)c2cc(=O)c3ccccc3o2)CC1
    15	0.6	-0.2	9
> CCCCC1CN(C(=O)C2=NNC(=O)CC2)Cc2ccccc2O1 (stereo unspecified)
    -23	0.2	0.0	2
> C=CCN1CCN(c2c(Cl)cccc2NC(=O)c2cc(C)on2)CC1
    -5	0.5	-0.2	-3
> O=C(NC(=O)N1CCN(c2ccc(F)cc2)CC1)c1ccc(Cl)cc1
    -7	-1.8	0.8	-19
> Cc1ccc(N(C)C(=O)CCNC(=O)Cn2cnc3ccccc3c2=O)cc1C
    13	-1.0	-0.2	9
